From PubChem BioAssay
CHRM1 PAM: human CHRM1 positive allosteric modulation | P11229 | CHO-K1 hM1, Fluo-8 calcium fluorescence, ACh EC20; 0% = ACh EC20, 100% = maximal ACh | activation, % at 3 µM | 360,000 tested, 0.088% active | AID 588819; in the data active = activation above about 19%, passing the limit was not always enough
Target sequence (P11229 whole entry, looked up): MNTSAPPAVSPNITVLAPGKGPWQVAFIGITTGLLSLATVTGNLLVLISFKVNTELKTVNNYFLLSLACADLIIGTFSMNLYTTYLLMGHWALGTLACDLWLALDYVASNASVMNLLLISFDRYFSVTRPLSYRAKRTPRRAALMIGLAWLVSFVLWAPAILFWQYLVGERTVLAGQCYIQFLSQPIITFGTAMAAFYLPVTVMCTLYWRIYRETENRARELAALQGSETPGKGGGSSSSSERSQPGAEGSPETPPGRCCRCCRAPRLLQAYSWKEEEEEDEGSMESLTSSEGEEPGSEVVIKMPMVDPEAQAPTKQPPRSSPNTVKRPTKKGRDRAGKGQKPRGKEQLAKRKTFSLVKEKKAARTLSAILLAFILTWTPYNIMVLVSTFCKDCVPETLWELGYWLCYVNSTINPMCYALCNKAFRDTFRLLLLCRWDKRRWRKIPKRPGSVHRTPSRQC
M5 PAM: potentiates acetylcholine response at human M5 receptor; P08912; CHO-K1 hM5, Fluo-8 calcium, ACh EC20 PAM; 0% = ACh EC20, 100% = ACh EC100; activation, % at 3 µM; 360,000 tested, 0.3% active;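 active = activation above the run cutoff, the mean activation of all test compounds plus 3 SD, cut at about 18% in these data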
Target sequence (P08912 whole entry, looked up): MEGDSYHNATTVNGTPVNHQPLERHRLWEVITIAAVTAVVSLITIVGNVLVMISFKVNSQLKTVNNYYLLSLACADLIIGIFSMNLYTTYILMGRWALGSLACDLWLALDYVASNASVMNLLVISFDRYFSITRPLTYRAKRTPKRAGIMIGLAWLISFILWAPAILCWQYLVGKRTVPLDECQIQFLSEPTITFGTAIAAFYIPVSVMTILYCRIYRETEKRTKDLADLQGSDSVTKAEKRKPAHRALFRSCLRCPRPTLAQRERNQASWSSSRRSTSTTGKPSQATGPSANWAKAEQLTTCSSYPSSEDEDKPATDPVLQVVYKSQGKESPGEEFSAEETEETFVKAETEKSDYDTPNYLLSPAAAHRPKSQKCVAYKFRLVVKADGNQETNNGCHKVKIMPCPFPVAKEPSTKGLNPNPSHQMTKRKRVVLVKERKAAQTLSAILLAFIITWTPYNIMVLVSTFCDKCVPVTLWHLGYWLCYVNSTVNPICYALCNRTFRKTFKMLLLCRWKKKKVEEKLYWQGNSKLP
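Assay system: CHO-K1 hM5 cells / Incubation: Fluo-8 loading 80 min at 37 °C plus 30 min room temperature / Technique: Fluo-8 calcium dye fluorescence, kinetic read / Repeats: single replicate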
M4 antag: CHRM4 antagonism in calcium assay; CHO-hM4 cells, ACh EC80, Fluo-8 calcium fluorescence; inhibition, % at 3 µM; 360,000 tested, 0.73% active; AID 624125;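 active = inhibition above its plate's cutoff, the mean inhibition of sample wells plus 3 SD, cut at about 27% in these data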;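 note: 0% = acetylcholine EC80 with DMSO and 100% = DMSO without agonist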
CHRM5 agonist: CHRM5 agonism in calcium assay; P08912; CHO-K1 hM5 cells, Fluo-8 calcium fluorescence; 0% DMSO wells, 100% maximal acetylcholine response; activation, % at 3 µM; 360,000 tested, 0.19% active; AID 624037;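 active = activation above the run's mean over test compounds plus 3 SD, cut at about 23% in these data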;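 note: signal is peak over basal fluorescence ratio across the kinetic read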
CHRM4 PAM: CHRM4 positive allosteric modulation | CHO-K1 hM4/Gqi5, Fluo-8 calcium fluorescence, ACh EC20; 0% = ACh EC20, 100% = maximal ACh | 360,000 tested, 0.4% active | P08173 | AID 624126 | activation, % at 3 µM;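 active = activation above its plate's cutoff, the mean activation of sample wells plus 3 SD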; note: some results filed as inactive read as strong as hits
CHRM5 antagonist: antagonists of human muscarinic M5 receptor (CHRM5). P08912. CHO-hM5 cells, Fluo-8 calcium fluorescence, ACh EC80. inhibition, % at 3 µM. 360,000 tested, 0.59% active;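 active = inhibition above a per-plate cutoff, the mean of that plate's test compounds plus 3 SD, cut at about 27% in these data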;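 note: 0% = acetylcholine EC80 with DMSO and 100% = DMSO without agonist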
M4 ag: agonists of human muscarinic M4 receptor (CHRM4); activation, % at 3 µM; CHO-K1 hM4/Gqi5, Fluo-8 calcium fluorescence; vehicle 0%, full acetylcholine response 100%; P08173; 360,000 tested, 0.14% active;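 active = activation above the run mean over all test wells plus 3 SD, cut at about 32% in these data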;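 note: peak over basal fluorescence ratio per well then scaled between controls; 0% = DMSO wells and 100% = acetylcholine at EC100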
CRFR2-BP ag: CRF-BP/CRF-R2 complex agonism; activation, % at 13.2 µM; 350,000 tested, 0.46% active; AID 588473; HEK293 CRF-R2/CRF-BP, calcium dye fluorescence (FLIPR); percent of saturating CRF peptide response;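 active = activation of at least 50%, plus an integration ratio under a set limit after plate pattern correction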;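 note: plate controls were neutral control wells without compound for no effect and CRF at EC100 for full effect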
CRFBP-R2 block: antagonists of CRF-binding protein/CRF-R2 receptor complex; AID 588475; HEK293 CRF-R2/CRF-BP, CRF-induced calcium fluorescence; 350,000 tested, 0.59% active; inhibition, % at 11.8 µM;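 active = inhibition of the ligand-induced calcium signal above about 50% at the single tested concentration, limit read from the data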
An asterisk follows results filed as active; . = no result given.

| cpd | CHRM1 PAM | M5 PAM | M4 antag | CHRM5 agonist | CHRM4 PAM | CHRM5 antagonist | M4 ag | CRFR2-BP ag | CRFBP-R2 block | SMILES |
| --- | --- | --- | --- | --- | --- | --- | --- | --- | --- | --- |
| 1 | 7 | 2 | 4 | 2 | 9 | 3 | 2 | -2.2 | 23 | COc1ccc(-c2nc(NC(=O)CSc3nnc(C)s3)ns2)cc1 |
| 2 | 6 | -7 | -8 | -6 | -3 | 6 | 1 | 1.4 | 6 | COc1cccc(C2=NOC(C(=O)Nc3ccc4c(c3)OCO4)C2)c1 (stereo not drawn) |
| 3 | 14 | 1 | -4 | -3 | 3 | -2 | 1 | -1.8 | 14 | Cn1nccc1CNC(=O)c1ccnn1C |
| 4 | 5 | 2 | -2 | -3 | 6 | 0 | 1 | -1.0 | 5 | COc1cc(NS(=O)(=O)c2cn(C)cn2)cc(OC)c1 |
| 5 | 5 | -3 | -10 | -2 | 3 | -6 | -1 | -3.6 | 38 | Cc1ccc(C(=O)N2CCN(c3ccc([N+](=O)[O-])c(N4CCOCC4)c3)CC2)cc1 |
| 6 | 3 | 0 | 7 | 1 | -5 | 2 | 1 | 0.6 | -7 | CCCN=C1N(CC)C[C@@H]2[C@@H]3C(=O)N(C)C(=O)[C@@H]3[C@](CC)(C(=O)OC)N12 |
| 7 | 7 | -6 | -2 | -3 | 0 | 0 | 3 | -0.7 | 13 | O=C(Cn1[nH]c(=O)c2ccccc2c1=O)OCC(=O)N1CCc2ccccc2C1 |
| 8 | 15 | 5 | -6 | 0 | 0 | -6 | 1 | 16 | -15 | Fc1ccc(-c2cc(-c3cccs3)cc(-c3ccccc3)n2)cc1 |

Random excerpt: 3 compounds from above, in no set order.
| cpd | CHRM1 PAM | M5 PAM | M4 antag | CHRM5 agonist | CHRM4 PAM | CHRM5 antagonist | M4 ag | CRFR2-BP ag | CRFBP-R2 block | SMILES |
| --- | --- | --- | --- | --- | --- | --- | --- | --- | --- | --- |
| 1 | 7 | 2 | 4 | 2 | 9 | 3 | 2 | -2.2 | 23 | COc1ccc(-c2nc(NC(=O)CSc3nnc(C)s3)ns2)cc1 |
| 7 | 7 | -6 | -2 | -3 | 0 | 0 | 3 | -0.7 | 13 | O=C(Cn1[nH]c(=O)c2ccccc2c1=O)OCC(=O)N1CCc2ccccc2C1 |
| 2 | 6 | -7 | -8 | -6 | -3 | 6 | 1 | 1.4 | 6 | COc1cccc(C2=NOC(C(=O)Nc3ccc4c(c3)OCO4)C2)c1 (stereo not drawn) |

(continued)
| cpd | CHRM1 PAM | M5 PAM | M4 antag | CHRM5 agonist | CHRM4 PAM | CHRM5 antagonist | M4 ag | CRFR2-BP ag | CRFBP-R2 block | SMILES |
| --- | --- | --- | --- | --- | --- | --- | --- | --- | --- | --- |
| 9 | 5 | -14 | -2 | -4 | 0 | 10 | 1 | -2.5 | 3 | COc1ccc(C2=Nn3c(nnc3-c3ccccc3OC)SC2)cc1OC1CCOC1 (stereo not drawn) |
| 10 | 8 | 6 | 8 | -2 | 1 | -19 | 1 | 3.2 | -15 | COc1ccc(-c2cc3ccc(O)cc3oc2=O)cc1 |
| 11 | 7 | 2 | 40* | -6 | -16 | 7 | 2 | 0.7 | 14 | CCC(CO)NCC#Cc1ccccc1 (stereo not drawn) |
| 12 | -3 | -2 | 4 | -2 | -5 | 6 | 3 | 0.0 | -2 | CC(NC(=O)c1cccs1)C(c1cccs1)N1CCN(Cc2ccccc2)CC1 (stereo not drawn) |
| 13 | 6 | 2 | -6 | -2 | 2 | -4 | 1 | . | . | CCOC(=O)C1(C)CCCN(C(=O)c2ccc3ccccc3c2)C1 (stereo not drawn) |
| 14 | 1 | -7 | 14 | 3 | -9 | 6 | 6 | 1.4 | 8 | O=C(c1ccc(F)cc1)c1cn[nH]c1-c1ccccc1O |
| 15 | 15 | 5 | -7 | 3 | -2 | -5 | 1 | -1.6 | 3 | CCc1ccc(Nc2nnc(SCC(=O)NC(=O)c3cccn3C)s2)cc1 |
| 16 | -5 | -10 | -6 | 7 | 2 | 9 | 0 | 0.5 | 9 | CCCCN(C(=O)COC(=O)c1ccccc1)c1c(N)n(CCC)c(=O)[nH]c1=O |

Limited to CRFBP-R2 block, CHRM4 PAM and M4 ag, for some of the entries so far:
entry	structure	CRFBP-R2 block	CHRM4 PAM	M4 ag
12	CC(NC(=O)c1cccs1)C(c1cccs1)N1CCN(Cc2ccccc2)CC1 (stereo not drawn)	-2	-5	3
1	COc1ccc(-c2nc(NC(=O)CSc3nnc(C)s3)ns2)cc1	23	9	2
13	CCOC(=O)C1(C)CCCN(C(=O)c2ccc3ccccc3c2)C1 (stereo not drawn)	.	2	1
5	Cc1ccc(C(=O)N2CCN(c3ccc([N+](=O)[O-])c(N4CCOCC4)c3)CC2)cc1	38	3	-1
9	COc1ccc(C2=Nn3c(nnc3-c3ccccc3OC)SC2)cc1OC1CCOC1 (stereo not drawn)	3	0	1
10	COc1ccc(-c2cc3ccc(O)cc3oc2=O)cc1	-15	1	1

Continuation:
| cpd | CHRM1 PAM | M5 PAM | M4 antag | CHRM5 agonist | CHRM4 PAM | CHRM5 antagonist | M4 ag | CRFR2-BP ag | CRFBP-R2 block | SMILES |
| --- | --- | --- | --- | --- | --- | --- | --- | --- | --- | --- |
| 17 | 22 | -1 | 12 | 3 | -3 | 0 | 2 | -0.5 | 13 | CN=C(Nc1cc(C)nn1-c1ccccc1)c1ccc(F)cc1 |
| 18 | 5 | -1 | 1 | -3 | 4 | 11 | 2 | -0.1 | 11 | COc1ccccc1NC(=O)c1nn(-c2ccc(Cl)cc2)ccc1=O |
| 19 | 2 | -3 | -9 | -3 | 4 | 1 | 3 | -0.8 | 4 | COc1ccc2oc(C(=O)OCC(=O)NC(C)(C#N)C3CC3)c(C)c2c1 (stereo not drawn) |
| 20 | . | -23 | 13 | -8 | -4 | 19 | 1 | . | . | CN1CCN(c2cccc3c2S(=O)(=O)N[C@H](Cc2ccccc2)CO3)CC1 |
| 21 | 3 | -6 | 12 | -8 | 2 | 15 | 4 | -1.4 | -2 | C/C(CC(=O)Nc1ccc([N+](=O)[O-])cc1)=N/NC(=O)C1C2CCCCC21 (stereo not drawn) |
| 22 | 4 | -4 | -4 | -2 | -6 | 18 | 0 | 0.3 | -2 | CC(C)N(C(=O)Cn1c(SCC(=O)NC2CC2)nc2ccccc21)C(C)C |
| 23 | 11 | -3 | -5 | -1 | 4 | -1 | 1 | 0.2 | -8 | O=C1c2ccccc2[C@@H]2C[C@H]3O[C@H]3CCN12 |
| 24 | 14 | -6 | -4 | -3 | 2 | 15 | 1 | -1.1 | -7 | CN(Cc1ccon1)C(=O)C1CCC(=O)N(Cc2ccc(Cl)cc2)C1 (stereo not drawn) |
| 25 | 3 | -2 | -21 | -1 | 8 | -1 | 1 | -0.9 | -9 | COc1ccc(NC(=O)Nc2cccnc2)c(OC)c1 |
| 26 | -1 | -6 | -9 | -1 | -2 | 13 | 7 | -6.4 | -16 | CCOc1ccc2[nH]c3c(N4CCN(C(=O)c5ccco5)CC4)ncnc3c2c1 |
| 27 | -5 | -5 | -9 | 0 | -7 | -6 | 6 | 1.1 | 9 | COc1ccc(C2C(C#N)=C(N)Oc3c2c(C)nn3-c2ccccc2)cc1Cn1nc(C)c([N+](=O)[O-])c1C (stereo not drawn) |
| 28 | -4 | 1 | 2 | 2 | 3 | -1 | 0 | 3.7 | -6 | CC(C)Cc1nnc(NC(=O)c2cc(-c3ccccc3)nc3ccccc23)s1 |
| 29 | 9 | 6 | 8 | -6 | 7 | 2 | 1 | 0.1 | 0 | CN1CCC(NC(=S)Nc2cccc([N+](=O)[O-])c2)CC1 |
| 30 | 2 | 8 | 3 | 0 | 0 | 8 | 0 | -0.9 | 1 | CC(C)Nc1ncnc2[nH]ncc12 |
| 31 | 7 | 5 | -2 | 0 | 1 | 2 | 1 | -0.7 | -5 | COc1ccc(CNc2nc3nc(C)c(Cl)c(C)n3n2)cc1OC |
| 32 | 8 | -2 | 5 | 2 | 3 | 7 | 1 | -0.4 | -9 | CN1CCN(CCC2Oc3cc([N+](=O)[O-])ccc3NC2=O)CC1 (stereo not drawn) |

The list goes on; the last three above are carried over.
| cpd | CHRM1 PAM | M5 PAM | M4 antag | CHRM5 agonist | CHRM4 PAM | CHRM5 antagonist | M4 ag | CRFR2-BP ag | CRFBP-R2 block | SMILES |
| --- | --- | --- | --- | --- | --- | --- | --- | --- | --- | --- |
| 30 | 2 | 8 | 3 | 0 | 0 | 8 | 0 | -0.9 | 1 | CC(C)Nc1ncnc2[nH]ncc12 |
| 31 | 7 | 5 | -2 | 0 | 1 | 2 | 1 | -0.7 | -5 | COc1ccc(CNc2nc3nc(C)c(Cl)c(C)n3n2)cc1OC |
| 32 | 8 | -2 | 5 | 2 | 3 | 7 | 1 | -0.4 | -9 | CN1CCN(CCC2Oc3cc([N+](=O)[O-])ccc3NC2=O)CC1 (stereo not drawn) |
| 33 | 2 | -12 | -17 | -6 | -9 | 2 | 12 | -0.2 | 6 | COc1ccc(S(=O)(=O)N(CC(=O)N2CCN(c3ccccc3OC)CC2)c2ccccc2)cc1 |
| 34 | -1 | -3 | -4 | 7 | -3 | 6 | 6 | 6.5 | -19 | CC(C)(C)C1CCc2c(sc(N)c2C(N)=O)C1 (stereo not drawn) |
| 35 | -1 | -1 | 12 | -1 | 4 | -1 | -1 | -1.4 | -7 | O=C(O)c1ccc(NCc2cccnc2)cc1 |
| 36 | 3 | -2 | -4 | -2 | -1 | -1 | 0 | 12 | 8 | COc1cccc(C2(O)CCN(C(=O)C3CCC3)CC2)c1 |
| 37 | -11 | -5 | 8 | 0 | -1 | 3 | 0 | 0.1 | -1 | CC(=O)Nc1cc(-c2nn3c(C)nnc3s2)ccc1C |
| 38 | 1 | 1 | 1 | -3 | -4 | 10 | 1 | 2.0 | -21 | CCOC(=O)c1oc2ccccc2c1CN1CC(C)OC(C)C1 (stereo not drawn) |
| 39 | 8 | -3 | -15 | 0 | 0 | 1 | -1 | . | . | CC1(C(=O)Nc2ccc(F)c(Cl)c2)Cc2c(-c3ccccc3)ccnc2O1 (stereo not drawn) |
| 40 | 8 | 3 | 6 | -2 | -3 | 4 | -1 | 0.7 | 10 | CCn1c(SCC(=O)O)nc2sc3c(c2c1=O)CCC3 |
| 41 | -3 | 4 | -3 | -5 | 7 | -7 | 0 | 0.2 | 14 | O=C(NCc1cccs1)c1csc2c1CCCCC2 |
| 42 | 7 | -3 | 9 | -2 | -4 | 9 | 3 | -0.5 | -8 | COc1ccc(S(=O)(=O)N2CCOC2CNC(=O)C(=O)NCCCN2CCOCC2)cc1C (stereo not drawn) |
| 43 | -2 | -3 | 12 | 0 | -2 | 5 | 0 | -0.5 | -14 | Cc1ccccc1N1CCN(C(=O)c2cc(-c3ccccc3)nc3c2cnn3C(C)C)CC1 |
| 44 | 3 | 3 | -3 | -1 | 1 | 6 | 0 | -0.6 | 8 | O=c1c2c(-c3ccc(Cl)cc3)csc2ncn1/N=C/c1cccc([N+](=O)[O-])c1O |
| 45 | -1 | -3 | 3 | -3 | 1 | 1 | -2 | -1.0 | 5 | CCOc1ccc(CCNC(=O)Cn2cccc2C(=O)c2ccccc2C)cc1OCC |
